HTT cytoprotect: Huntington cell model cytoprotection by ATP luminescence. hit rate 0.14% among 230,000. Potency, µM (top dose mostly 56.4 µM), without a hit: cytoprotection (ATP increase), actives largely listed as activators. PC12 HTT-Q103 induced, cytoprotection, ATP luminescence, 40 h;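 note: potency is the fitted concentration of half-maximal effect; % of control where 0% means no effect; nearly all actives have a fitted effect of over 45% in size; toxic huntingtin expression switched on by the ecdysone agonist tebufenozide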
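PC12 cells stably carrying ecdysone-inducible Htt exon 1 (Q103)–GFP were induced with 100 nM tebufenozide (final) alongside library compounds in a dose series. Cytoprotection was scored as retained ATP by ATPlite luminescence.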
LMNA splice mod: LMNA splicing modulation; HeLa LMNA splicing GFP/RFP minigene ratio, 48 h; Potency, µM (doses to about 46.1 µM), for inactives: at the highest dose ratio change, negative = inhibition, actives largely listed as inhibitors; hit rate 0.01% among 200,000; AID 1487; active = well fitted inhibition curve with a large enough effect in the signal ratio, with a control signal flat, not every such curve was filed as active; inconclusive = small, poorly fitted or top-dose-only effect, or effect the other way, or a change in a side signal; the % refers to the signal ratio; note: potency is the fitted concentration of half-maximal effect; % is set by controls: 0 for no effect and ±100 for the full control effect
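S3 HeLa stable clones carrying a lamin A-EGFP splicing minigene plus DsRed2 were seeded at 600 cells/well in Opti-MEM with 2% FBS, pin-dosed and incubated 48 h at 37°C. Acumen cytometry (488 nm) gave the GFP/RFP total-intensity ratio.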
aGlu spleen mod: inhibitors or activators of human alpha-glucosidase in spleen homogenate; hit rate 0.006% among 240,000; P10253; human spleen homogenate, 4-MU-alpha-glucoside fluorescence; Potency, µM (titrated, usually from 79.9 µM), for the others: top-dose activity change, negative = inhibition, hits mostly inhibitors;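 note: potency is the fitted concentration of half-maximal effect; 0% = enzyme with vehicle and -100% = no enzyme basal signal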
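Human spleen homogenate (1 ug) incubated with compounds and 1 mM 4-methylumbelliferyl-alpha-D-glucopyranoside in pH 5.0 citrate/phosphate buffer, 37 C, 40 min. Stopped at pH 10; 4-MU fluorescence (Ex 365/Em 440 nm); AC50 by Hill fit.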
HttQ103 aggreg: inhibitors of mutant huntingtin aggregate formation in PC12 cells; PC12 HttQ103-GFP aggregates, Acumen cytometry, 40 h; Potency, µM (series often up to 46.1 µM), inactives show at the highest dose activity change, negative = inhibition, hits mostly inhibitors; hit rate 1.1% among 220,000; AID 1688; note: potency is the fitted concentration of half-maximal effect; % is set by controls: 0 for no effect and ±100 for the full control effect; nearly all actives have a fitted effect of over 60% in size
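Aggregate formation scored by laser-scanning cytometer (488 excitation, 500–530 emission) in lysed PC12 cells expressing Q103-GFP after 100 nM tebufenozide induction; library tested in dose series, with ATPLite reagent added in the multiplex.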
GAA glycogen: inhibitors or activators of human alpha-glucosidase glycogen cleavage; P10253; recombinant GAA, glycogen substrate, Amplex Red glucose oxidase fluorescence; Potency, µM (highest dose often 76.4 µM), inactives show at the top dose activity change, negative = inhibition, hits mostly inhibitors; hit rate 0.38% among 300,000; AID 2100;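 note: potency is the fitted concentration of half-maximal effect; 0% = full enzyme reaction and -100% = no-enzyme basal signal; the screen sought inhibitors and activators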
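Recombinant human alpha-glucosidase (4 nM final) hydrolysed bovine liver glycogen (30 ug) for 40 min at 37 C in pH 5.0 citrate/phosphate with 0.01% Tween-20. Released glucose detected by glucose oxidase/Amplex Red, Ex 573/Em 610 nm. Compounds up to 77 uM; AC50 from Hill fits.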
CBFb RUNX1 block: blocks binding between human CBF-beta and RUNX1 | Q01196+Q13951 | AlphaScreen CBFb-His/RUNX1-biotin binding, biochemical | Potency, µM (series often up to 59.8 µM), for the others: at the top dose activity, negative = inhibition, most hits filed as inhibitors | 230,000 tested, under 10 active | AID 1477; note: % of control where 0% means no effect
Target sequence (Q01196 whole entry, looked up): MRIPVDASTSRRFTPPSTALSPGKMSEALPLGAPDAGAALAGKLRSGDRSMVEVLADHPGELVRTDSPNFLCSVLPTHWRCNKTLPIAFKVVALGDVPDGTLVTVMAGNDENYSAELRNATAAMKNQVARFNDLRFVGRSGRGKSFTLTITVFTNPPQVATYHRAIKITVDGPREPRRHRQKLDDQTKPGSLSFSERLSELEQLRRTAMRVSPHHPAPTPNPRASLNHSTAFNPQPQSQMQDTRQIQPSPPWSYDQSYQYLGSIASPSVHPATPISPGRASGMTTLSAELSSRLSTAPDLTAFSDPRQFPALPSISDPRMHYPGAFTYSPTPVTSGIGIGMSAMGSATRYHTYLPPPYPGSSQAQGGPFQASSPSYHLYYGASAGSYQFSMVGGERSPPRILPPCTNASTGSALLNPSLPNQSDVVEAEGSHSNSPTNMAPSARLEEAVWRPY
Target sequence (Q13951 whole entry, looked up): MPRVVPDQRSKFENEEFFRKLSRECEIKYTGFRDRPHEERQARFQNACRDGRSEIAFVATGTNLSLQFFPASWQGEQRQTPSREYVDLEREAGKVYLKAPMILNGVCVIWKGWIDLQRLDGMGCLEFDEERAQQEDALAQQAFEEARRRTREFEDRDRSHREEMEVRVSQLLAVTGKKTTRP
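AlphaScreen proximity signal reports loss of binding between His-tagged CBF-beta and biotin-labelled RUNX1, each at 30 nM. Proteins are pre-associated for 20 minutes, compounds added for 15 minutes, then beads for 90 minutes, all at ambient temperature.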
GAA inhib: alpha-glucosidase (human) inhibition; hit rate 0.005% among 200,000; Potency, µM (top dose mostly 76.9 µM), inactives show at the highest dose activity change, negative = inhibition, hits mostly inhibitors; AID 1466; purified human GAA, 4-MU-alpha-glucoside fluorescence;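 note: potency is the fitted concentration of half-maximal effect; plate controls were uninhibited enzyme wells for no effect and no-enzyme background for full effect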
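Human alpha-glucosidase, 4 nM, pre-mixed with test compounds before 400 uM 4-methylumbelliferyl substrate; 20 min room temperature at pH 5.0. Fluorescence read after pH 10 stop; AC50 values from Hill-equation fits.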
The depositor's hits bear a star; ? = inconclusive; nt = no result given; [ ] = another dose, or the depositor's remark. Unless noted, calls come from the whole dose curve; as a rule, active = well fitted curve in the direction sought with a large enough effect; inconclusive = small, poorly fitted or top-dose-only effect, or another doubt; inactive = no such curve, though single readings can be large; an effect the other way counts as inactive or inconclusive.

Structure | HTT cytoprotect | LMNA splice mod | aGlu spleen mod | HttQ103 aggreg | GAA glycogen | CBFb RUNX1 block | GAA inhib
O=C(CC(=O)c1ccccc1)Nc1cccnc1 | -10.8%[10 µM] | ? | -5.8% | 15.6% | 5.0% | 4.3% | 5.4%
O=C(CNC(=O)c1ccc(F)cc1)N/N=C/c1cc(Br)ccc1OCc1ccccc1 | nt | ? | -12.7% | ? | 0.3% | -12.3% | 2.6%
CCN(CC)CCCNC(=O)CC1Sc2ccccc2NC1=O (centres undefined) | -9.3% | -4.5% | 3.7% | -7.8% | -0.6% | -1.3% | 0.4%
FC(F)(F)c1ccc(CN2C[C@@H]3C(c4ccc(C(F)(F)F)cc4)C4(c5ccccc5)CC3(C4)[C@H]2c2ccccc2)cc1 (some centres undefined) | -62.7%[inhibitor] | nt | -13.7% | nt | nt | 1.1% | nt
Cc1ccc(S(=O)(=O)N2CCOCC2)cc1C(=O)NCc1ccc2c(c1)OCO2 | 16.8%[10 µM] | -5.3% | -2.1% | 4.6% | -9.9% | 7.4% | 6.0%
Nc1nc(Nc2cccc(F)c2)nc(N2CCOCC2)c1[N+](=O)[O-] | 2.2%[10 µM] | nt | -3.9% | 9.7%[9.22 µM] | 3.9% | 6.0% | nt
O=C(COC(=O)c1cc(Br)ccc1Cl)NC(=O)NCc1ccccc1 | 22.1%[10 µM] | 5.5% | -7.0% | -0.5% | 14.2% | 2.5% | -12.2%
O=C(c1cc(-c2ccccc2)on1)N1CCc2ccccc2C1 | nt | nt | 3.3% | ? | 1.2% | -0.1% | 11.4%
Cn1c(C(=O)N2CCC(C(N)=O)CC2)cc2c(=O)n(C)c3ccccc3c21 | -7.7% | -3.9% | 2.5% | 1.4% | -5.9% | -2.4% | 9.3%
COc1ccc(N2C(=O)/C(=C3/C=CC=CN3C)SC2=S)cc1 | -13.3%[10 µM] | 5.2% | -1.9% | 14.1% | 12.4% | -6.5% | -14.9%
CCOC(=O)N1CCN(CC(O)c2ccc3cc[nH]c3c2)CC1 (centres undefined) | 10.4% | -2.6% | -10.2% | 8.8% | 7.4% | 1.8% | -6.0%[15.4 µM]
COC(=O)C(CC(C)C)Oc1ccc2c(C)cc(=O)oc2c1 (centres undefined) | 3.1% | 8.3% | 0.6% | ? | -7.0% | 3.4% | -7.3%
C=CCn1c(Cc2ccc(OC(C)C)c(Cl)c2)nnc1SCC(N)=O | 14.8%[0.074 µM] | 4.2% | -2.0% | 16.6% | 14.0% | 2.7% | ?
COc1ccc(-c2noc(Cc3ccc(Cl)cc3)n2)cc1OC | 6.3% | ? | -3.6% | 1.0% | 6.5% | -3.3% | -0.6%
COc1ccc(C(=O)/C=C/c2ccc(OC)cc2OC)c(O)c1 | 20.2%[10 µM] | nt | 3.2% | 6.2%[9.22 µM] | -8.0% | -22.4% | nt
COc1ccc(OC)c(NC(=O)CN(C)S(=O)(=O)c2ccc(Cl)cc2)c1 | -1.7% | nt | -2.3% | 0.6% | 7.4% | -6.5% | 12.5%
CC(C)[C@H](NC(=O)OCc1ccccc1)C(=O)OCC(=O)Nc1c(F)cccc1F | -4.7%[10 µM] | -9.5% | 1.3% | -5.6% | -4.9% | 3.4% | ?
COc1ccc(S(=O)(=O)NCCSc2ccc(C)cc2)cc1OC | 12.8% | ? | 6.9% | ? | -9.8% | 6.9% | 0.6%
CCOC(=O)/C(C#N)=C\c1cc(OC)c(OC)cc1[N+](=O)[O-] | 20.2%[10 µM] | 1.5%[46 µM] | -2.2% | 20.2%[9.22 µM] | 1.6% | 3.7% | 9.5%
O=C(CC1CCCCC1)NCC1CCCO1 (centres undefined) | -10.7% | 1.6% | -8.5% | -2.9% | 6.4% | 3.2% | 5.7%
CCOCCN(C=O)c1cccc(OC)c1 | -8.1%[0.074 µM] | 3.2% | 2.5% | -4.0% | -1.9% | -2.7% | 9.1%
Cc1ccc(S(=O)(=O)NNC(=O)C(O)(c2ccccc2)c2ccccc2)cc1 | -8.7%[10 µM] | -7.2% | 0.8% | 28.1% | 6.7% | 19.3% | 5.8%
CC(C)(C)C(=O)c1cnc(Nc2ccccc2)s1 | -53.8%[inhibitor] | 15.5% | -7.0% | -4.7% | -2.7% | 0.4% | -3.3%
Cc1cc(C)c(S(=O)(=O)NCC2CCC(C(=O)NCc3ccc4c(c3)OCO4)CC2)c(C)c1 (centres undefined) | -23.8% | 6.9% | -5.4% | -10.7% | 4.2% | 1.0% | -7.5%
Cc1cc(=O)oc(C)c1C(=O)Nc1cccc2nonc12 | -8.0% | 6.0% | 4.1% | 15.7% | 5.5% | 8.0% | 3.1%
CCCCC(CCCC)=N/N=C/c1c(O)n(CC)c2cc(C3=NNC(=O)CC3)ccc12 | -5.9%[1.9 µM] | -4.6% | -0.1% | -15.3% | -16.0% | 8.9% | -8.9%
O=C(CCN1C(=O)c2ccccc2S1(=O)=O)N1CCN(c2ccccc2)CC1 | -23.2% | 2.1% | 4.5% | -1.4% | -2.2% | 6.1% | 2.2%
C=CCc1cccc2cc(C(=O)NNC(=O)CC#N)c(=O)oc12 | 14.2%[10 µM] | nt | -0.3% | 19.2%[9.22 µM] | 2.6% | 6.8% | nt
C=CCOC(=O)N[C@@H](c1ccccc1)[C@@H](C)[N+](=O)[O-] | 24.6% | nt | -3.2% | nt | nt | 3.7% | nt
Cc1cc(C)c2nc(N3CCC(C(=O)NCc4cccnc4)CC3)sc2c1 | -25.9% | nt | -3.2% | -25.8% | -1.8% | 9.1% | -5.6%
O=C(N/N=C/C(Cl)=C\c1ccccc1)c1cnccn1 | -6.4%[10 µM] | -11.4% | -2.9% | 6.3% | -9.0% | -2.3% | -2.8%
Nc1nnc(Cc2ccccc2F)s1 | 34.9%[10 µM] | 13.5%[46 µM] | 1.5% | 14.3%[9.22 µM] | -5.5% | 3.7% | 0.0%
COc1cccc(SCC2(O)CCN(C(=O)c3ccc(Cl)cc3)CC2)c1 | -45.6%[inhibitor][1.9 µM] | 18.1%[46 µM] | 2.1% | 10.8%[9.22 µM] | 15.4% | -3.5% | 12.8%
O=C(O)CCN(CCC(=O)O)c1nnc(SCc2ccccc2)s1 | 5.2% | 11.6% | -5.9% | 4.9%[9.22 µM] | 11.6% | -0.1% | 2.4%
CN1CCN(c2ncc3nc(-c4cn(C)c5ccccc45)c(=O)n(CCc4ccccc4)c3n2)CC1 | 7.7% | ? | 8.3% | nt | nt | nt | nt
CCN(C(=O)CSc1nnc(-c2ccc(Cl)cc2)n1C)C1CCS(=O)(=O)C1 (centres undefined) | -8.2%[10 µM] | 9.6%[46 µM] | 0.5% | 7.3% | 6.8% | -2.1% | 0.9%
CCOc1ccc(C(C)=O)cc1CSc1nc2nc(C)cc(C)n2n1 | 18.3%[10 µM] | nt | -6.4% | 20.9% | -11.4% | -0.7% | 0.4%
COc1ccc(C2=CC3=CC(=O)C(C)(O)C(=O)C3=CO2)cc1 (centres undefined) | -18.5% | nt | -4.7% | nt | nt | -14.5% | nt
Cc1cc(C)nc(NC(=O)COc2cc(Cl)cc(Cl)c2)n1 | -5.3% | 9.2% | -9.8% | -2.9% | 5.8% | -1.4% | 4.6%
Cc1ccccc1C(=O)NNC(=O)C(=O)Nc1cccc(Cl)c1C | -4.9% | 1.2%[0.0737 µM] | -14.8% | -31.3% | 8.1% | -3.6% | 4.6%

Three structures already listed, arranged by number of heavy atoms, low to high:
Structure | HTT cytoprotect | LMNA splice mod | aGlu spleen mod | HttQ103 aggreg | GAA glycogen | CBFb RUNX1 block | GAA inhib
CCOCCN(C=O)c1cccc(OC)c1 | -8.1%[0.074 µM] | 3.2% | 2.5% | -4.0% | -1.9% | -2.7% | 9.1%
C=CCc1cccc2cc(C(=O)NNC(=O)CC#N)c(=O)oc12 | 14.2%[10 µM] | nt | -0.3% | 19.2%[9.22 µM] | 2.6% | 6.8% | nt
Cc1cc(C)c(S(=O)(=O)NCC2CCC(C(=O)NCc3ccc4c(c3)OCO4)CC2)c(C)c1 (centres undefined) | -23.8% | 6.9% | -5.4% | -10.7% | 4.2% | 1.0% | -7.5%

The list goes on.
Structure | HTT cytoprotect | LMNA splice mod | aGlu spleen mod | HttQ103 aggreg | GAA glycogen | CBFb RUNX1 block | GAA inhib
Cc1cc(C)n(CC(=O)N2c3ccccc3Sc3ccc(C(F)(F)F)cc32)n1 | nt | -5.8% | -2.3% | 9.9% | -1.5% | 8.9% | ?
Cc1cccc(NC2=CC(=O)OC(C)C2)c1 (centres undefined) | -17.5% | -2.8% | -1.6% | -8.4% | -2.0% | 3.1% | 0.5%
COc1ccc(C(CC(=O)O)NC(=O)COc2ccccc2)cc1OC (centres undefined) | 13.7% | 20.1% | -16.6% | 0.1% | 4.2% | 1.5% | -1.3%
COc1cccc([C@@H]2Oc3ccc(OC)cc3/C(=N/OC[C@@H](C)[C@H](OCc3ccccc3)C(C)C)[C@@H]2O)c1 | -56.7%[inhibitor][10 µM] | nt | -7.0%[17.4 µM] | nt | nt | -0.7%[13.1 µM] | nt
CC(C)CC(=O)NS(=O)(=O)c1ccc(NC(=O)c2ccco2)cc1 | 41.3%[10 µM] | 8.8%[46 µM] | -1.1% | 12.4%[9.22 µM] | -8.7% | -6.7% | 2.6%
CCN(CC)c1ccc(NC(=O)C(C)C)cc1 | -17.7% | -2.9% | 3.9% | 11.6% | -15.7% | 2.5% | 2.1%
CCOc1ccc(OCC)c(NC(=O)CC2Oc3ccccc3NC2=O)c1 (centres undefined) | 31.8% | -6.4% | -3.2% | 0.3% | -16.1% | -8.0% | 0.5%
O=C(Nc1ccc(N2CCOCC2)cc1)C1CCCN(S(=O)(=O)c2ccccc2)C1 (centres undefined) | -9.3% | ? | -0.1% | -18.6% | 6.3% | -6.6% | -2.3%
CCCSc1nc(N2CCOCC2)c2c(c1C#N)CC(C)(C)SC2 | -19.5% | ? | -14.4% | -31.6% | -5.3% | 1.4% | -7.5%
CCC(C(=O)OC)n1cnc2c(nnn2-c2ccc(OC)cc2)c1=O (centres undefined) | -15.5%[0.074 µM] | -0.7% | -2.4% | 7.4% | -6.4% | -1.6% | -3.0%
O=C(O)c1cc(N/N=C/c2ccncc2)ccc1Cl | 19.2%[10 µM] | nt | -1.2% | 23.7%[9.22 µM] | ? | 1.4% | nt
Cn1c(SCc2ccccc2)nnc1-c1ccc2c(c1)OCO2 | 11.8% | 5.5% | -18.7% | -23.3% | 2.1% | -10.2% | -11.3%
